Rab2A wt mod = changes GTP binding to wildtype dog Rab2A, up or down. GTP binding activity, % at 10 µM. P61105. 190,000 tested, 0.19% active. GST-Rab2 wt beads, Bodipy-GTP binding, flow cytometry;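 active means GTP binding activity at least 20 points away from 100%, either lowered or raised; inconclusive means signal likely due to the compound's own green fluorescence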;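 further: 0% = beads with excess unlabeled GTP and 100% = no-compound control corrected for plate trend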
HRas wt GTP bind = changes GTP binding to wildtype human HRas. GST-Ras wt beads, Bodipy-FL-GTP binding, flow cytometry; actives lie on both sides. GTP binding activity, % at 10 µM. P01112. AID 759. 190,000 tested, 0.14% active;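 active means GTP binding activity at least 20% away from the 100% baseline, either lowered as inhibitor or raised as activator; inconclusive means flagged as likely green fluorescent, judged across all proteins in the well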;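 further: 0% = unlabeled GTP competition control and 100% = no-compound control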
Target sequence (P01112 whole entry, looked up): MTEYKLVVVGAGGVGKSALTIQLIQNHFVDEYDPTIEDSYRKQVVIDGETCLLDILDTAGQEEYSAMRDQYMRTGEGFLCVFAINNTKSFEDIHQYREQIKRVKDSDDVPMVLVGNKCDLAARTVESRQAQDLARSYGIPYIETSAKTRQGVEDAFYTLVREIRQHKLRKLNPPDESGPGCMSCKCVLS
Bim-Bcl-2 = human Bim-Bcl-2 interaction inhibition; AID 950; P10415; 190,000 tested, 0.06% active; Bead-based flow cytometry, Bim peptide-Bcl-2 binding; inhibition, % at 10 µM; in the data active means inhibition above about 40%; inconclusive means no clear call, values can overlap the other calls;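 further: 0% = no compound wells with probe peptide and 100% = reference peptide inhibitor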
Target sequence (P10415 whole entry, looked up): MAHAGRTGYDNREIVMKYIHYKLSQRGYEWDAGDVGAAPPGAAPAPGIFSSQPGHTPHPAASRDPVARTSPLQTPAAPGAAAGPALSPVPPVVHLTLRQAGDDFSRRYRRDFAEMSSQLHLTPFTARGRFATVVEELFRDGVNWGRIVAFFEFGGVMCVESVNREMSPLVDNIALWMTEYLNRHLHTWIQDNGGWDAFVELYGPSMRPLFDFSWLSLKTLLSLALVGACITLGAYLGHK
Rac1 wt modul = alters GTP binding to wildtype human Rac1 | P63000 | GST-Rac1 beads, fluorescent GTP binding, flow cytometry; actives lie on both sides; 0 = cold GTP competed, 100 = untreated | GTP binding activity (% of control), % at 10 µM | 190,000 tested, 0.27% active;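 active means GTP binding activity at least 20 points away from the 100% control level, either lower or higher; inconclusive means compound flagged as likely green fluorescent, judged across all proteins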
Bfl-1 Bim block = human Bim-Bfl-1 interaction inhibition. Q16548. Bead-based flow cytometry, Bim-Bfl-1 binding inhibition. inhibition, % at 10 µM. 190,000 tested, 0.12% active. AID 1008;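 further: 0% = wells without compound plus tracer and 100% = blocker peptide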
Bcl-B Bim block = human Bim-Bcl-B interaction inhibition; Q9HD36; inhibition, % at 10 µM; 190,000 tested, 0.073% active; AID 951; bead-based flow cytometry, Bim peptide-Bcl-B binding;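 further: 0% = tracer peptide without compound and 100% = reference inhibitor peptide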
Cdc42 wt = human Cdc42 wildtype GTP binding change, either direction; P60953; GST-Cdc42 beads, Bodipy-GTP binding, flow cytometry; actives lie on both sides; percent activity (GTP binding), % at 10 µM; 190,000 tested, 0.2% active;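 active means percent activity GTP binding at least 20 points away from the 100% baseline, either down as inhibitor or up as activator; inconclusive means compound flagged as likely green fluorescent from well-wide comparison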;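 further: median bead fluorescence of bound Bodipy-FL-GTP at 100 nM; 0% = excess unlabeled GTP control and 100% = no compound control; below 100% means less GTP binding so inhibitor and above means activator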
Target sequence (P60953 whole entry, looked up): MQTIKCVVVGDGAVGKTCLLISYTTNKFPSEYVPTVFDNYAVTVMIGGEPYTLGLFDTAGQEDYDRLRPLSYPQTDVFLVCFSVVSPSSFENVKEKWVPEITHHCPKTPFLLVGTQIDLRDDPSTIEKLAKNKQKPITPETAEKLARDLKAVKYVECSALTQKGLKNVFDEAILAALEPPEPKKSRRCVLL
Rab7 wt GTP bind = modulators of GTP binding to dog Rab7 wildtype GTPase | GTP binding activity (percent of control), % at 10 µM | GST-Rab7 beads, fluorescent GTP binding, flow cytometry; actives lie on both sides; untreated = 100%, excess cold GTP = 0% | 190,000 tested, 0.055% active;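 active means fluorescent GTP binding to Rab7 beads changed by at least 20 points from the 100% baseline, either direction, mostly lower; inconclusive means compound itself probably fluorescent, or too few beads counted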;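 further: median green fluorescence of bound Bodipy-FL-GTP per Rab7 bead population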
Bcl-W Bim block = disrupts Bim peptide binding to human Bcl-W; Q92843; inhibition, % at 10 µM; 190,000 tested, 0.02% active; AID 952; bead-based flow cytometry;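 further: 0% = bound tracer without compound and 100% = peptide blocker; higher means less fluorescent Bim peptide bound to Bcl-W beads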
Target sequence (Q92843 whole entry, looked up): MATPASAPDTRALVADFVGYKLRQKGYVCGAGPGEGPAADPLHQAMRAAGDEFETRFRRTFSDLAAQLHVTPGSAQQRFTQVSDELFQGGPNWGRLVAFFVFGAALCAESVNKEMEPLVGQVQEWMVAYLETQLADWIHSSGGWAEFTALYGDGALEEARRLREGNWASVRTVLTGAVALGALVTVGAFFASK
Rac1 mut GTP = modulators of GTP binding to human Rac1 activated mutant | P63000 | GST-Rac1 activated beads, fluorescent GTP binding, flow cytometry; actives lie on both sides; 100% means binding = to untreated wells | percent activity (GTP binding), % at 10 µM | 190,000 tested, 0.11% active;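 active means GTP binding at least 20 percentage points away from the 100% baseline, in either direction, so actives lie on both sides; inconclusive means Compound likely fluorescent itself, or too few beads counted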
Bcl-XL Bim block = disrupts Bim peptide binding to human Bcl-XL; Q07817; 190,000 tested, 0.04% active; AID 1007; bead flow cytometry, fluorescence; inhibition, % at 10 µM
Target sequence (Q07817 whole entry, looked up): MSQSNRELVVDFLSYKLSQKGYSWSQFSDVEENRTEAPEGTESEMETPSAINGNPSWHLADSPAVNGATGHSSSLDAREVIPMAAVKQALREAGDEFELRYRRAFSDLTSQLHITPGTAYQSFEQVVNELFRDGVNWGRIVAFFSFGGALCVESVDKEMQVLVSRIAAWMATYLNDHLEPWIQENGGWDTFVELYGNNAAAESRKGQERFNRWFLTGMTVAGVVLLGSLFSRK
The depositor's hits bear a star; ? = inconclusive; / = not tested or not shown; [ ] = another dose, or the depositor's remark. Unless noted, no stated cut-off is given here; in the data, active means inhibition above about 40%.

SMILES	Rab2A wt mod	HRas wt GTP bind	Bim-Bcl-2	Rac1 wt modul	Bfl-1 Bim block	Bcl-B Bim block	Cdc42 wt	Rab7 wt GTP bind	Bcl-W Bim block	Rac1 mut GTP	Bcl-XL Bim block
CC(NC(=O)Cc1ccccc1[N+](=O)[O-])c1ccccc1 (stereo not given)	101	101	-8	101	-7	2	102	100	-5	101	-7
CCCn1nc(C(=O)Nc2nnc(CC)s2)c2ccccc2c1=O	90	92	0	93	-5	-2	92	94	0	87	1
CN1/C(=C\C(=O)c2cccnc2)C(C)(C)c2ccccc21	100	102	-5	105	-18	-9	101	103	-2	99	-6
CN(C(=O)c1cc2nc(-c3ccco3)cc(C(F)(F)F)n2n1)C1CCCCC1	102	102	-8	103	-18	-12	100	101	-2	99	-9
CC(C)(C)C(=O)OCC1OC(n2cnc(C(N)=O)n2)C(O)C1O (stereo not given)	114	110	-4	120*[activator]	0	0	119	104	-1	103	1
CCO[C@@H]1OC(C(N)=O)=C[C@H](c2ccc3c(c2)OCO3)[C@H]1CCCO	96	94	-6	96	-5	-4	94	99	-2	96	-1
Cc1cc(N2CCCC2=O)ccc1S(=O)(=O)NCCOc1ccccc1	95	95	-1	96	-6	-7	96	97	1	96	-6
O=C(CCC(=O)OCc1ccc(Cl)cc1)Nc1ccccc1	97	96	-3	95	-2	1	95	102	2	93	1
COc1ccc(C2C(C(=O)/C=C/c3ccco3)=C(O)C(=O)N2CCN2CCOCC2)cc1OC (stereo not given)	96	99	-3	98	-1	-10	95	108	1	94	-4
CCOC(=O)C1=C(C)N(c2ccc(OCC)cc2)C(=O)/C1=C\c1ccco1	99	98	2	98	0	-2	91	104	1	94	0
NC(=O)Cn1nc([N+](=O)[O-])nc1Oc1ccc(Br)cc1	97	96	-5	96	2	-1	97	97	-3	98	0
CCC(=O)N1c2ccc(S(=O)(=O)CCC(=O)NCc3ccc4c(c3)OCO4)cc2CC1C (stereo not given)	101	102	-13	105	-12	-5	100	100	0	100	-3
Cn1c2ccccc2n2c(=O)c(=O)n(CC(=O)c3ccc(Cl)cc3)nc12	89	94	-7	95	-6	-13	92	98	-8	92	-13
COC(=O)CCC(NC(=O)c1cc(-c2ccc3c(c2)OCCO3)oc1C)C(=O)OC (stereo not given)	100	98	-15	101	-27	-14	98	97	-9	97	-15
CC(=O)Nc1ccc(S(=O)(=O)NNC(=O)c2cccc(Cl)c2)cc1	102	99	-8	99	-6	-13	101	106	-2	97	-4
CN(C)c1ccc(NC(=O)C2CCCN(S(=O)(=O)c3ccccc3)C2)cc1 (stereo not given)	96	98	1	100	3	-6	101	96	1	95	-4
CCC(=O)N1CCN(c2ccc(NC(=O)c3ccc(Br)o3)cc2)CC1	101	102	-8	105	0	3	101	99	-1	102	-10
CSc1ccc(C(=O)C2CCCN(C(=O)c3ccsc3)C2)cc1 (stereo not given)	97	102	-2	100	-7	-3	93	102	0	94	0
Cc1[nH]nc(SCC(=O)N2CCOCC2)c1[N+](=O)[O-]	94	94	-6	95	-7	-4	95	94	-1	95	-1
CCOc1ccc2nc(C(C)O)[nH]c2c1 (stereo not given)	104	105	-7	105	-12	-7	105	100	0	101	4

Whole records, looked up by structure. Values in the order: Rab2A wt mod, HRas wt GTP bind, Bim-Bcl-2, Rac1 wt modul, Bfl-1 Bim block, Bcl-B Bim block, Cdc42 wt, Rab7 wt GTP bind, Bcl-W Bim block, Rac1 mut GTP, Bcl-XL Bim block
CCCn1nc(C(=O)Nc2nnc(CC)s2)c2ccccc2c1=O reads 90, 92, 0, 93, -5, -2, 92, 94, 0, 87, 1
CC(C)(C)C(=O)OCC1OC(n2cnc(C(N)=O)n2)C(O)C1O (stereo not given) reads 114, 110, -4, 120*[activator], 0, 0, 119, 104, -1, 103, 1

Continuation:
SMILES	Rab2A wt mod	HRas wt GTP bind	Bim-Bcl-2	Rac1 wt modul	Bfl-1 Bim block	Bcl-B Bim block	Cdc42 wt	Rab7 wt GTP bind	Bcl-W Bim block	Rac1 mut GTP	Bcl-XL Bim block
C=CCNC(=O)CN(c1ccc(F)cc1)S(=O)(=O)c1ccc(OC)cc1	98	98	-13	107	-17	-8	104	98	-2	98	-9
CCOC(=O)CNc1nc(Cl)nc(NC(C)(C)C)n1	100	102	0	100	-2	-3	96	107	-7	95	-12
CCOC(=O)Cc1c(C)nc2c(-c3cccc(Br)c3)c[nH]n2c1=O	102	103	-3	99	0	-1	102	101	-4	98	-3
Cc1ccc(CNC(=O)c2ccc3c(=O)n(CCCN4CCCC4=O)c(=S)[nH]c3c2)cc1	103	106	0	111	-8	-7	109	102	-1	104	-4
CC(Sc1ccccc1)C(=O)NN=C1CCCCCC1 (stereo not given)	95	94	2	95	-5	0	93	94	-1	93	-4
Cc1cccc(N2C(=O)SC(N(CC(=O)O)c3cccc(C)c3)C2=O)c1 (stereo not given)	98	100	-8	104	-11	-4	97	101	0	98	-4
Cc1cc(C)n(CCN(C)C(=O)c2cc(COc3c(F)cccc3F)on2)n1	99	97	-7	101	-6	-3	96	103	0	94	0
O=C(Cc1noc2ccccc12)Nc1ccccn1	98	101	-5	102	-1	-3	99	102	-2	99	-1
COc1ccc(OCc2ccc(C(=O)N3CCOCC3)cc2)cc1	100	102	-2	102	-3	-8	103	98	-5	100	-6
NC(=O)CN1CCN(c2ccccc2F)CC1	103	103	-13	109	-17	-8	105	103	-4	101	-6
CNC(=O)COC(=O)/C=C/c1cccs1	95	95	-6	100	-10	-6	96	96	-3	97	-5
O=C(CCCC(=O)OCC(Cl)=C(Cl)Cl)Nc1ccccc1	95	96	22	105	27	19	102	100	22	97	34
O=C(O)CCc1ccc(-c2cccs2)n1CCC(=O)O	100	99	-2	104	-7	-5	100	101	1	96	0
Nc1ccccc1Oc1ncc(C(F)(F)F)cc1Cl	104	103	-2	105	0	0	105	102	-1	102	0
CCNC(=O)NC(=O)C(C)OC(=O)CNS(=O)(=O)c1c(Cl)cc(Br)cc1Cl (stereo not given)	99	99	-2	100	-2	-2	97	106	-1	98	-1
O=C(CCc1ccccc1)Nc1ccc(N2CCOCC2)cc1	98	102	-3	103	0	-2	103	96	-3	101	-7
O=c1c2ccccc2n(Cc2ccc(F)cc2)c(=O)n1C1CCCC1	97	99	-2	100	2	-3	98	98	0	97	-3
CC(C)CCN1CCN(Cc2ccc(N3CCNC3=O)cc2)CC1CCO (stereo not given)	97	96	-2	101	-4	-2	96	99	-2	95	-3
CNc1nc(N/N=C/c2cc3c(cc2[N+](=O)[O-])OCO3)nc(Nc2ccccc2)n1	100	98	0	101	-4	-4	98	101	-5	96	-3
COC(=O)c1ccccc1-c1ccc(C(c2c(C)[nH][nH]c2=O)c2c(C)[nH][nH]c2=O)o1	?	?	-2	?	-4	-1	?	?	3	?	-2
Cc1cc(O)c(-c2n[nH]c3c2C(c2cccc(O)c2)N(Cc2cccnc2)C3=O)cc1Cl (stereo not given)	103	101	-2	100	-10	-6	100	100	0	99	-7
O=C1CCCCC1S(=O)(=O)c1ccccc1 (stereo not given)	96	102	0	104	0	-3	101	99	0	101	-1
COc1ccc(NC(=O)Nc2ccc3c(c2)CCC3)c(OC)c1	96	96	-6	94	-3	-3	92	96	2	93	-5
CCn1c(SCC(=O)OCC(=O)N2c3ccccc3NC(=O)C2(C)C)nnc1-c1ccco1	100	102	-9	103	-10	-4	102	99	2	100	-2
CCCCCCCCSc1nnc2[nH]c(=O)cc(N)n12	/	84	-3	/	-6	-4	69*	/	-3	/	-3
COc1cc(-c2nnc(NC(=O)c3ccc(S(=O)(=O)N4CCOCC4)cc3)o2)cc(OC)c1OC	86	89	3	85	-2	3	87	92	1	88	1
COc1ccc2[nH]c3c(NCc4ccco4)ncnc3c2c1	100	101	-1	106	-11	-3	102	101	0	101	0
CCOC(=O)CS(=O)(=O)c1ccc(C(F)(F)F)cn1	102	101	3	101	0	0	100	103	2	100	4
CC(C)(C)Nc1c([N+](=O)[O-])c(=O)sc2ccccc12	98	98	3	100	-5	2	94	107	1	90	0
CCc1ccc(NC(=O)CSc2ccccn2)cc1	96	100	-4	102	-8	-16	97	99	-1	98	2
N#Cc1ccccc1NC(=O)CSc1nnc(-c2ccc(F)cc2)n1-c1ccccc1	97	99	-8	102	-14	-10	97	100	-2	98	-8
Cc1cc(C(=O)NNC(=S)NC(=O)/C=C/c2ccccc2Cl)n[nH]1	100	101	-7	103	-15	-20	101	99	-5	98	-16
Cc1c(S(=O)(=O)N2CCc3ccccc3C2)c(=O)n(C)c(=O)n1C	98	96	-3	98	-9	-2	97	94	-4	97	-3
O/N=C/c1cn(-c2ccccc2)nc1-c1ccc2c(c1)OCCO2	104	103	-3	101	-3	-5	104	100	-1	101	-5
CCCCC(=O)NCCc1ccc(OC)cc1	?	?	-10	?	-11	-12	?	?	4	?	-10
CCOC(=O)c1c(C)[nH]c(C(=O)COC(=O)CN2C(=O)C3CCCCC3C2=O)c1C (stereo not given)	100	98	-10	97	-13	-5	99	99	-2	94	-7
Cc1nn(C)c(C)c1S(=O)(=O)N1CCC(C(=O)NCCC2=CCCCC2)CC1	97	96	6	98	4	2	96	99	6	97	10
CCOc1ccc(-c2csc(N)c2C(=O)OC)cc1	100	100	-4	105	16	-10	102	99	5	100	-8
COc1ccc(-c2nn(-c3ccccc3)cc2/C=N/n2cnnc2)cc1OC	101	103	-13	104	-11	-6	104	102	0	99	1
COc1cc(SC)ccc1C(=O)Nc1cccc(C)n1	96	95	0	98	-4	-2	98	96	0	96	-3
CCCc1nc2sc3c(c2c(=O)n1NC(=O)CCC(=O)O)CCCC3	100	100	-6	102	-13	-6	103	100	2	98	-4
CC(C)(C)NS(=O)(=O)c1ccc(CCC(=O)N2CCOCC2)cc1	98	97	0	95	-1	-9	101	96	-2	97	-1
CCOC(=O)CSC1=C(C#N)C(C)C2=C(CCCC2=O)N1 (stereo not given)	100	100	-2	102	0	-2	103	98	-1	99	-1
C/C(=N\NC(=O)c1cc(C(C)C)[nH]n1)c1ccco1	96	96	0	101	2	-5	100	96	0	98	0
O=C(COC(=O)CC1c2ccccc2CCN1S(=O)(=O)c1ccc(F)cc1)Nc1ccccc1 (stereo not given)	102	102	-3	106	-8	-13	102	100	-6	102	-17
COCCn1c(-c2ccc(-c3ccccc3Cl)o2)nc2c1c(=O)[nH]c(=O)n2CC(C)C	99	98	0	101	5	0	101	99	0	98	-2
COc1ccc(C2=C(Nc3ccc(F)cc3)c3ccccc3C2=O)cc1	93	103	0	105	-2	-2	100	93	0	96	0
O=S(=O)(NC1CC1)c1ccc(S(=O)(=O)N2CCCC3(CCCCC3)C2)cc1	97	95	-6	94	-11	-8	97	98	-4	95	-33
O=C(Nc1ccc(Br)cc1)C1CCN(C(=O)c2ccc(F)cc2)CC1	97	99	0	103	1	-8	98	98	-4	97	-6
CS(=O)(=O)N(CC(=O)NCc1ccc2c(c1)OCO2)C1CCCCC1	99	99	0	97	-1	0	97	99	0	97	0
Cc1cc(C)nc(SCc2ccc(C(=O)NN=C3CCCC3)cc2)n1	100	97	0	94	1	2	95	106	-1	92	-1
